Screening results deposited in PubChem BioAssay by National Center for Advancing Translational Sciences (NCATS).
D2 PAM – positively modulates the human D2 dopamine receptor allosterically | potentiation, % at 10 µM | P14416 | hit rate 0.34% among 340,000 | HEK293 T-REx D2, calcium flux, EC20 dopamine potentiation | AID 485347;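 active = potentiation over 3 SD above the plate norm, cut at about 30% in these data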; also: 0% is about no effect
Target sequence (P14416 whole entry, looked up): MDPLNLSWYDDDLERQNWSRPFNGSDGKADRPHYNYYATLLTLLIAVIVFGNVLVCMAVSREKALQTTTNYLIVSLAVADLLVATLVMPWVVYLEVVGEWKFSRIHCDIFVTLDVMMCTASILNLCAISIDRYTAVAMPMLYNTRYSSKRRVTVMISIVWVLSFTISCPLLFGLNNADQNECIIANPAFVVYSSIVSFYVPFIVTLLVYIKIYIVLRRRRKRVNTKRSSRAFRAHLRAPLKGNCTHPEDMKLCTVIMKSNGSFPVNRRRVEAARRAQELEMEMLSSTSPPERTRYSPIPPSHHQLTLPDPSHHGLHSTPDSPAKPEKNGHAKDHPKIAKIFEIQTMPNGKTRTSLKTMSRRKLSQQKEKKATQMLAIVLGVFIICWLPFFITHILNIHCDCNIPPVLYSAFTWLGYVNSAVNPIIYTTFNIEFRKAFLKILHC
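Potentiation of an EC20 dopamine calcium response measured kinetically over 180 s, after a preceding 180 s compound-only read flagging agonists. Cells: inducible Hek293 Trex D2 line, 4000/well, cultured overnight at 30 C before dye loading.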
RXFP1 ag – agonists of human relaxin receptor RXFP1. Q9HBX9. HEK293T-RXFP1 cAMP TR-FRET, 30 min; response scale: percent of porcine relaxin response, buffer zero. Potency, µM (highest dose often 57.5 µM), inactives show at the top dose activation, actives largely listed as activators. hit rate 0.3% among 370,000. AID 2676; also: potency is read from the fitted curve at half-maximal effect; % is scaled to controls: 0 for no effect and ±100 for the full control effect; nearly all actives have a fitted effect of over 60% in size; many of its hits are not listed in these tables
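HEK293 cells stably expressing RXFP1, treated 30 min at 37C with compounds plus PDE4 inhibitor Ro 20174; cAMP measured by HTRF TR-FRET. Normalized to buffer and 29 nM porcine relaxin; EC50 by Hill fit.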
D1 antagonist – human D1 dopamine receptor antagonism; P21728; HEK293 TREx D1 cells, calcium flux, dopamine EC80; stronger effect = lower value; activity change, negative = inhibition, % at 10 µM; hit rate 3.2% among 360,000; AID 504652; in the data active = activity change below about -30%; also: % is scaled to controls: 0 for no effect and ±100 for the full control effect
Target sequence (P21728 whole entry, looked up): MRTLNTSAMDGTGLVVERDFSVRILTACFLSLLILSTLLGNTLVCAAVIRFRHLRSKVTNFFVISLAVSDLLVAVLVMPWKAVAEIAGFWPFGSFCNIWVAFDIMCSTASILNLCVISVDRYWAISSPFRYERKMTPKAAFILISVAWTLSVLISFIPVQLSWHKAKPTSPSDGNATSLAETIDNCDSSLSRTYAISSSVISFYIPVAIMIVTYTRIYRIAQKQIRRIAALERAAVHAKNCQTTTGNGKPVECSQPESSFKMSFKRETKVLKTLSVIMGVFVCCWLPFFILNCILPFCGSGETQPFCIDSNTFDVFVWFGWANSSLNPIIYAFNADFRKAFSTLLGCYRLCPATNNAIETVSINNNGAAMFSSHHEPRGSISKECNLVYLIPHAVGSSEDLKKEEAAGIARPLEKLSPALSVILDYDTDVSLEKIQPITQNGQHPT
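Compound effects on dopamine-evoked calcium signalling were measured in tetracycline-induced HEK293 Trex D1 cells. Dopamine at EC80 followed a 180 s compound pre-read, and fluorescence was tracked kinetically for 180 s more.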
D1 agonist – activates the human D1 dopamine receptor; AID 504660; activation, % at 2 µM; P21728; hit rate 1% among 360,000; HEK293 T-REx D1 cells, calcium flux, agonist mode; in the data active = activation above about 30%; also: 0% is about no effect
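Agonism was scored from calcium flux recorded over 180 s (1 read/s) after pintool compound addition, following a 10-cycle baseline. Cells were inducible force-coupled HEK293 TREx D1, plated overnight at 30 C and loaded with no-wash calcium dye.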
LDHA block – blocks human lactate dehydrogenase A | P00338 | purified LDHA, NADH/diaphorase-resazurin fluorescence; stronger effect = lower value | activity change, % (values are at about 110 or 230 µM) | hit rate 0.15% among 480,000 | AID 1347041; in the data active = activity change below about -30%; inconclusive = mostly about -25% to -30%;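 also: plate controls were DMSO wells for no effect and wells without enzyme for full effect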
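LDH5 2 nM; NADH 0.06 mM, pyruvate 0.2 mM; 200 mM Tris pH 7.4, EDTA, Tween-20; 5 min RT. Detection: diaphorase 0.133 mg/mL + resazurin 37 µM, fluorescence ex540/em590 at 0 and 20 min; normalized to enzyme-free and DMSO wells.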
Vif-APOBEC3G blk – Vif-A3G binding inhibition. Q9HC16. HeLa A3G-eYFP + Vif (tagged APOBEC3G with the HIV-1 protein that degrades it), YFP fluorescence, overnight. hit rate 0.076% among 410,000. Potency, µM (highest dose often 46.1 µM), inactives show at the highest dose activity, negative = active, hits mostly inhibitors;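 also: potency is read from the fitted curve at half-maximal effect; % is scaled to controls: 0 for no effect and ±100 for the full control effect; nearly all actives have a fitted effect of over 60% in size; hits raise eYFP signal because A3G escapes Vif-driven loss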
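HeLa cells stably expressing Vif and C-terminally eYFP-tagged A3G, seeded overnight at 37 deg C, then exposed to compound by pintool overnight at 37 deg C. Rise in yellow fluorescence (Ex 488/Em 500-530, Acumen) marks blocked Vif-driven A3G degradation.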
GRP78 ERSR act – induces the endoplasmic reticulum stress response in human glioma cells. U87-MG GRP78 promoter luciferase reporter, 16 h. Potency, µM, without a hit: at the highest dose activation, actives largely listed as activators. hit rate 0.02% among 420,000. AID 602332; also: potency is read from the fitted curve at half-maximal effect; series mostly up to about 76 µM; % of control where 0% means no effect; nearly all actives have a fitted effect of over 35% in size
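ERSR induction read as luciferase luminescence (Bright-Glo, 10 min at room temperature) in stably transfected human U87-MG glioma cells exposed to compounds for 16 h, using GRP78 as sensor.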
D1 PAM – potentiators of human D1 dopamine receptor; P21728; HEK293 TREx D1 cells, calcium flux, dopamine EC20 potentiation; potentiation, % at 10 µM; hit rate 0.036% among 360,000; AID 504651; in the data active = potentiation above about 30%; also: 0% is about no effect
Vif-A3F inh – Vif-A3F binding inhibition | HeLa A3F-eYFP + Vif (tagged APOBEC3F with the HIV-1 protein that degrades it), YFP fluorescence increase | Potency, µM (titrated, usually from 46.1 µM), inactives show at the highest dose activity, negative = active | hit rate 0.2% among 390,000 | AID 602313; also: potency is read from the fitted curve at half-maximal effect; % of control where 0% means no effect; nearly all actives have a fitted effect of over 65% in size
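HeLa cells stably expressing Vif plus C-terminally eYFP-tagged A3F were seeded, incubated overnight at 37 deg C, dosed with compound, incubated overnight again at 37 deg C. Yellow fluorescence (Ex 488/Em 500-530) reported blocked Vif-mediated A3F-eYFP degradation.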
The depositor's hits bear a star; ? = inconclusive; / = no result given; & = joins results of further samples. Unless noted, calls follow the shape of the dose curve; as a rule, active = well fitted curve in the direction sought with a large enough effect; inconclusive = small, poorly fitted or top-dose-only effect, or another doubt; inactive = no such curve, though single readings can be large; an effect the other way counts as inactive or inconclusive.

No.	canonical_smiles	D2 PAM	RXFP1 ag	D1 antagonist	D1 agonist	LDHA block
1	C/C(Cc1ccccc1)=N\NC(=O)CNC(=O)c1ccccc1Br	-3	2.3%	6	0	-5
2	O=C(Nc1cc(Cl)ccc1N1CCOCC1)c1ccc(F)c(S(=O)(=O)N2CCOCC2)c1	-4	0.7%	17	0	-5
3	CCn1c(CCc2ccccc2)n[nH]c1=S	-1	11%	10	7	-10
4	O=C(Nc1cccc(Br)c1)c1ccn[nH]1	-1	1.0%	11	2	0
5	O=C(COC(=O)c1ccc(=O)n(Cc2ccccc2)n1)Nc1ccc2c(c1)OCCO2	-7	2.8%	-10	2	-3
6	CN(Cc1ccccc1)S(=O)(=O)c1ccc(Cl)c(C(=O)N2CCOCC2)c1	/	/	/	/	-3
7	Cc1ccccc1NC(=O)C1CCN(c2cc(-c3ccccc3)nc3ncnn23)CC1	6	4.9%	10	-2	-8
8	CC(=O)n1ccnc1	-12	1.7%	18	2	-9
9	CCCN(CC(=O)Nc1ccccc1C)C(=O)c1ccc(S(=O)(=O)N2CCCC2)cc1	-5	-1.4%	-16	0	-8
10	CCN1CCN(C(=S)Nc2ccc3nc(N4CCN(C)CC4)cc(C)c3c2)CC1	-8	-1.9%	7	1	0

No.	Vif-APOBEC3G blk	GRP78 ERSR act	D1 PAM	Vif-A3F inh
1	0%	2%	6	1%
2	0%	-2%	-3	-4%
3	0%	-2%	-4	-3%
4	-6%	5%	-4	-11%
5	-2%	-5%	-5	-8%
6	1%	-4%	/	1%
7	-2%	-1%	7	-3%
8	-2%	-4%	-3	-4%
9	-2%	-5%	3	1%
10	2%	0%	8	-3%

A different layout for 2 compounds above.
No.	compound	D2 PAM	RXFP1 ag	D1 antagonist	D1 agonist	LDHA block	Vif-APOBEC3G blk	GRP78 ERSR act	D1 PAM	Vif-A3F inh
9	CCCN(CC(=O)Nc1ccccc1C)C(=O)c1ccc(S(=O)(=O)N2CCCC2)cc1	-5	-1.4%	-16	0	-8	-2%	-5%	3	1%
10	CCN1CCN(C(=S)Nc2ccc3nc(N4CCN(C)CC4)cc(C)c3c2)CC1	-8	-1.9%	7	1	0	2%	0%	8	-3%

4 compounds from above, arranged by their value in D2 PAM, descending.
no.	mol	D2 PAM	D1 antagonist	D1 agonist	GRP78 ERSR act	D1 PAM
7	Cc1ccccc1NC(=O)C1CCN(c2cc(-c3ccccc3)nc3ncnn23)CC1	6	10	-2	-1%	7
3	CCn1c(CCc2ccccc2)n[nH]c1=S	-1	10	7	-2%	-4
5	O=C(COC(=O)c1ccc(=O)n(Cc2ccccc2)n1)Nc1ccc2c(c1)OCCO2	-7	-10	2	-5%	-5
8	CC(=O)n1ccnc1	-12	18	2	-4%	-3

Additional structures follow:
No.	canonical_smiles	D2 PAM	RXFP1 ag	D1 antagonist	D1 agonist	LDHA block
11	CCCc1cc(C(=O)OCC(=O)N2CCN(c3ccc(OC)cc3)CC2)sc1C	-2	1.0%	-9	0	-3
12	C[C@@H]1Cn2cnc(C(=O)N[C@@H](C)c3ccccc3)c2C(=O)N1	/	/	/	/	0
13	Cn1cccc1C(=O)OCc1csc(-c2ccccc2)n1	0	2.9%	-11	8	-5
14	O=C(CCC(=O)N1CCOc2ccccc21)NCc1cccnc1	-14	1.7%	-7	1	-8
15	COc1cc2c(C#CCO)c(-c3ccc(C#N)cc3)oc(=O)c2cc1OC	/	/	/	/	9
16	CC1CCc2ccccc2N1CC(=O)Nc1cccc(S(=O)(=O)N2CCCC2)c1 (centres undefined)	-6	0.2%	6	3	2
17	CN1CCCN(C(=O)c2cc(-c3ccc(Cl)c(Cl)c3Cl)nc3ccccc23)CC1	-8	1.1%	-24	9	-6
18	COc1ccccc1N(CC(=O)NC1CCCCC1)C(=O)CNC(=O)c1cccs1	/	-0.8%	-6	-1	-3
19	CCOC(=O)C(C)Oc1cccc2c(=O)n(CC(=O)Nc3ccc(OCC)cc3)ccc12 (centres undefined)	4	3.5%	-2	0	-4
20	CCn1ncc(C2=NOC(C(=O)Nc3cccnc3)C2)c1C (centres undefined)	0	3.1%	4	5	-6

No.	Vif-APOBEC3G blk	GRP78 ERSR act	D1 PAM	Vif-A3F inh
11	-1%	-4%	-3	-4%
12	-8%	1%	/	-6%
13	2%	-9%	-1	0%
14	0%	-5%	-4	-1%
15	7%	-4%	/	-7%
16	0%	-2%	6	4%
17	2%	-1%	-5	-4%
18	0%	-5%	9	1%
19	1%	-3%	-3	6%
20	1%	0%	-1	-11%

The list continues.
No.	canonical_smiles	D2 PAM	RXFP1 ag	D1 antagonist	D1 agonist	LDHA block
21	CCCN1C(=O)c2ccc(C(=O)Nc3ccccc3C(=O)O)cc2C1=O	-3	-2.1%	0	1	-9
22	O=C(N/N=C/c1cc2c(cc1Cl)OCO2)c1ccccn1	/	/	/	/	1
23	Fc1ccc(NC(=S)NCc2ccccn2)cc1	3	-0.6%	-19	-1	-7
24	CC(C)(C)c1ccc(-c2nc(-c3ccncc3)no2)cc1	0	0.1%	-8	1	2
25	CSc1ccccc1C(=O)Nc1cccc([N+](=O)[O-])c1C	-2	-0.5%	-7	7	-4
26	COc1ccc(Cl)cc1NC(=O)C1CC(=O)N(C2CCCCC2)C1 (centres undefined)	-19	-0.2%	-8	1	-5&3
27	COc1ccc(C(=O)COC(=O)CN2C(=O)NC3(CC(C)CC(C)(C)C3)C2=O)c(OC)c1 (centres undefined)	1	3.0%	-11	2	3
28	Cc1ccc2c(C)c(C(=O)N(Cc3ccc(N(C)C)cc3)C3CCS(=O)(=O)C3)oc2c1 (centres undefined)	2	1.5%	75	0	2
29	CCc1ccc(NC(=O)c2noc3c2CCc2ccccc2-3)cc1	9	-0.2%	-4	5	-13
30	O=C(COc1ccccc1Cl)NCc1nc(-c2ccccc2)no1	9	-0.6%	4	4	1

No.	Vif-APOBEC3G blk	GRP78 ERSR act	D1 PAM	Vif-A3F inh
21	-11%	0%	2	-2%
22	-1%	2%	/	0%
23	1%	-5%	5	/
24	1%	-5%	9	-10%
25	-1%	-3%	7	-1%
26	-2%	-4%	2	2%
27	-1%	-3%	-3	4%
28	-4%	-4%	9	-1%
29	-5%	1%	-4	-10%
30	-9%	-5%	3	-3%

(next part)
No.	canonical_smiles	D2 PAM	RXFP1 ag	D1 antagonist	D1 agonist	LDHA block
31	CN(C)CCCNS(=O)(=O)c1ccc(N2CCC(c3ccc(Cl)cc3)=N2)cc1	-4	8.0%	-19	42*	/
32	CC(C)CC(=O)NNC(=S)Nc1ccc(S(N)(=O)=O)cc1	/	-0.4%	-13	5	-5
33	CCCCC(CC)CNC(=O)Cn1c(=S)[nH]c2ncccc2c1=O (centres undefined)	-2	1.9%	0	1	/
34	Cc1occc1-c1nnc(SCC(=O)c2ccc(Cl)cc2)n1C	29	1.7%	2	0	-6
35	CCCc1ncc(C(O)(c2ccccc2)c2ccccc2)n1C	-6	-1.3%	-11	2	-3
36	O=C(CSc1nc2ccccc2o1)Nc1nncs1	-2	-0.2%	-15	1	-10
37	Cc1ccc(/C=C2\CCCC3=C2NC(=S)NC3c2ccc(C)cc2)cc1 (centres undefined)	4	1.5%	25	0	0
38	O=[N+]([O-])c1ccc(-n2nnnc2CN2CCCCC2)cc1	2	2.7%	7	0	-2
39	S=c1nc(-c2ccccc2)[nH]c2ccc(Br)cc12	-6	?	-6	2	2
40	Cc1ccc(NC(=S)NNC(=O)c2c([N+](=O)[O-])c(C)nn2C)cc1	4	0.2%	2	1	0

No.	Vif-APOBEC3G blk	GRP78 ERSR act	D1 PAM	Vif-A3F inh
31	/	/	-6	/
32	-1%	2%	9	-5%
33	/	/	-4	/
34	2%	?	-3	2%
35	6%	-5%	-5	-13%
36	-2%	-1%	-5	-3%
37	-5%	-1%	0	3%
38	-2%	-3%	2	-6%
39	-11%	0%	1	5%
40	1%	-2%	-2	-9%

The list goes on.
No.	canonical_smiles	D2 PAM	RXFP1 ag	D1 antagonist	D1 agonist	LDHA block
41	Oc1ccc(C2=NNC(c3ccc(O)cc3)=NN2)cc1	9	5.1%	1	3	-7
42	On1c(-c2ccc(Cl)cc2Cl)nc2ncccc21	-7	-0.6%	-1	0	-9
43	COc1ccc(-c2nc(NC(=O)c3nc4nccc(C)n4n3)sc2C)cc1	6	0.8%	-12	2	3
44	CC(=O)c1ccc(N2CCN(C(=O)CN3C(=O)NC4(CCCCC4)C3=O)CC2)c(F)c1	-2	0.2%	-10	16	3
45	CCCC(CCC)C(=O)Nc1cccc(-c2nc3cccnc3s2)c1	2	-7.0%	-1	1	-2
46	CCC(=O)Oc1ccc(-c2cnc3ccccc3n2)cc1	-2	-1.1%	8	1	-3
47	CC(=O)N1c2ccc(S(=O)(=O)N3CCC(C(=O)N4CCN(c5ccccc5)CC4)CC3)cc2CC1C (centres undefined)	1	0.9%	-8	1	0
48	Cn1cc(C(=O)N2CCc3ccccc3C2)c(=O)c2cc(S(=O)(=O)N3CCCCC3)ccc21	-17	3.2%	14	5	/
49	CSc1cccc(NC(=O)Nc2ccccc2C(N)=O)c1	21	0.3%	10	0	-9
50	c1cnc(N2CCN(c3nc4ccccc4n4cnnc34)CC2)nc1	-4	4.2%	12	2	-1
51	O=C(O)CCC(=O)Nc1ccc(N2CCCCCC2)cc1	4	-0.6%	2	3	32
52	CCC(C)NC(=O)N[C@@H](Cc1ccccc1)C(=O)O (some centres undefined)	0	1.4%	-6	4	-4
53	COc1cccc(NC(=O)C(Sc2nnnn2C)c2ccccc2)c1 (centres undefined)	7	0.9%	-3	2	0

No.	Vif-APOBEC3G blk	GRP78 ERSR act	D1 PAM	Vif-A3F inh
41	-1%	-1%	-1	18%
42	1%	?	5	17%
43	9%	9%	-3	-1%
44	2%	-6%	/	-4%
45	-3%	-4%	-2	6%
46	-5%	4%	-5	0%
47	2%	-6%	-1	2%
48	/	/	-2	/
49	0%	0%	1	-5%
50	2%	2%	-5	-12%
51	0%	-9%	7	-5%
52	-2%	-2%	0	0%
53	1%	-4%	5	-3%

These rows are one share of the data. The share of hits here may be higher or lower than overall.
